# LANA DNA inh = inhibitors of KSHV LANA C-terminal domain DNA binding. MBP-C-LANA/FAM-LBS DNA binding, fluorescence polarization. inhibition, % at 9 µM. 340,000 tested, 0.078% active. AID 504423;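 active = highest replicate inhibition at or above 60% at 9 µM, even if other replicates fall short; inactive = all replicates below 60% inhibition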;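 also: 0% = neutral control wells and 100% = 4 µM acridine orange control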
# DSG3 Ab inh = inhibitors of pemphigus antibody binding to human desmoglein-3; 310,000 tested, 0.48% active; DSG3-coupled beads, scFv-anti-DSG3-GFP binding, flow cytometry; stronger effect = lower value; binding (percent of control), % at 10 µM; P32926;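 active = binding more than 3 SD below its plate's average and above zero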;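 also: hits lower antibody fragment binding to DSG3; some compounds called inactive have numbers as strong as hits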
# CAL PDZ FP-1 = inhibitors of human CAL PDZ peptide binding. Q9HD26. purified CAL PDZ, TMR-peptide fluorescence polarization, 1 h. inhibition, % at 24.9 µM. 300,000 tested, 0.92% active. AID 602252;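 active = mean inhibition of at least 30% with at least half of replicates also reaching 30%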;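 also: 0% = DMSO neutral control and 100% = excess unlabeled competitor peptide PRC23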
# Keap1 Nrf2 FP = Keap1-Nrf2 (human) interaction inhibition; Q14145; Keap1 Kelch-Nrf2 peptide fluorescence polarization, 1536-well; inhibition, % at 9.4 µM; 340,000 tested, 0.15% active; AID 504523; in the data active = inhibition above about 12%;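 also: human Keap1 Kelch domain with fluorescein labeled Nrf2 9mer peptide probe; 0% = neutral control wells and 100% = peptide positive control; higher means more block of Keap1 binding to Nrf2 peptide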
# Target sequence (Q14145 whole entry, looked up, the tested form may be a part): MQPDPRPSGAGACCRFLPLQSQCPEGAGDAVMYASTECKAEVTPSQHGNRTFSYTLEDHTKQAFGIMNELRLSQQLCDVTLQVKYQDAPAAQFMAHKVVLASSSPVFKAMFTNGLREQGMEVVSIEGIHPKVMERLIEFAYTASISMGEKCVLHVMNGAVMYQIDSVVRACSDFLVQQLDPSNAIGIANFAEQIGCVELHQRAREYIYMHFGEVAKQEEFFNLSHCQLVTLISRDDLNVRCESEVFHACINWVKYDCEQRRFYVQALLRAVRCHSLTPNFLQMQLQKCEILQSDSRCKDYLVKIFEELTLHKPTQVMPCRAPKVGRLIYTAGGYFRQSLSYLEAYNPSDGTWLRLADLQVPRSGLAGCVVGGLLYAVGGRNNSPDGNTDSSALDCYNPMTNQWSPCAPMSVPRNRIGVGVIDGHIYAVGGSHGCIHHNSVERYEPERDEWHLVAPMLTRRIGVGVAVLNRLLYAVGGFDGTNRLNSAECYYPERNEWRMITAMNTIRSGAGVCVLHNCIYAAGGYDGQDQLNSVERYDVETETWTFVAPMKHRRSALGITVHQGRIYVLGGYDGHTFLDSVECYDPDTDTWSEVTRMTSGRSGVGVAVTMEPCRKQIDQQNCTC
# CAL PDZ FP-2 = blocks peptide binding to human CAL PDZ domain | inhibition, % at 20 µM | 330,000 tested, 0.02% active | Q9HD26 | purified CAL PDZ, TMR-peptide fluorescence polarization, 1 h | AID 504414;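 active = highest replicate inhibition of at least 40%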;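 also: plate controls were DMSO neutral control wells for no effect and unlabeled competitor peptide control wells for full effect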
#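 Material: tagged CAL PDZ protein CerCALP, purified; buffer or medium: sodium phosphate/NaCl buffer pH 7.4 with TCEP, IgG, Thesit; also added: fluorescent TMR peptide probe; schedule: 1 h incubation at room temperature before polarization reading; technique: fluorescence polarization from S- and P-plane intensities, G-factor corrected; control set: unlabelled peptide and DMSO controls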
# RTF Ca sens inh = cardiac RTF calcium desensitization; P19429+P45379; IANBD-labeled cardiac RTF, Ca2+ fluorescence; inhibition, % at 7.15 µM; 340,000 tested, 0.12% active; AID 493244;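 active = inhibition above the mean inhibition of all tested compounds plus 3 SD, cut at about 17% in these data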;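 also: assay run at fixed EC70 calcium of 1.6 mM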
# NSD2 HMT inh = NSD2 (human) methyltransferase inhibition; O96028; NSD2 peptide methylation, AlphaScreen, 120 min; inhibition, % at 12.5 µM; 310,000 tested, 0.54% active; AID 743445; in the data active = inhibition above about 50%
# DAGLB inh = diacylglycerol lipase beta (human) inhibition; Q8NCG7; HEK293T DAGLB membrane lysate, EnzChek fluorogenic substrate; inhibition, % at 5.17 µM; 340,000 tested, 0.059% active; in the data active = inhibition above about 34%;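 also: 0% = enzyme with vehicle and 100% = wells lacking enzyme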
# Arrestin-AP2 inh = blocks beta-arrestin peptide binding to AP2 adaptin. FITC-arrestin peptide / GST-AP2 beads, flow cytometry; AP2 beta2 appendage carries R879A mutation. inhibition, % at 10 µM. 340,000 tested, 0.31% active. AID 504490;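 active = inhibition above a set limit, near 3 SD of compounds lacking own fluorescence, cut at about 54% in these data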;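 also: plate controls were DMSO wells for no effect and 5 µM unlabelled arrestin peptide for full effect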
#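 Measured by: flow cytometry, FL1 (488/535 nm); Material: AP2 appendage R879A on GSH beads; Evaluation: percent response; Timing: pre-incubation 12 min, peptide binding 1 h, room temperature; Also added: 50 nM FITC-arrestin peptide; Medium: PBS with 0.05% Tween 20 and 0.1% BSA.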
# V-ATPase pH = regulators of yeast V-ATPase proton transport | S. cerevisiae, pHLuorin cytosolic pH fluorescence | 350,000 tested, 0.37% active | response, % at 10 µM; in the data active = response mostly above about 7.3%, no sharp cut-off; inactive = mostly below about 5.4%; also: actives read high; inactives centre near 0; some compounds called inactive have numbers as strong as hits
# * = called active by the depositor; . = no result given; & = joins results of further samples.
SMILES,LANA DNA inh,DSG3 Ab inh,CAL PDZ FP-1,Keap1 Nrf2 FP,CAL PDZ FP-2,RTF Ca sens inh,NSD2 HMT inh,DAGLB inh,Arrestin-AP2 inh,V-ATPase pH
CC(CN1CCC(n2nccc2NC(=O)C2CCCC2)CC1)c1ccccc1 (stereo not given),2.3,101,3,1,-1.7,-6,-2,0,-1,3
COc1ccc(CC(=O)NC2CCSc3ccccc32)cc1OC (stereo not given),0.0,107,-3,-2,-2.1,2,2,0,-9,4
N/C(=N\OC(=O)Nc1ccccc1)c1ncc(C(F)(F)F)cc1Cl,0.6,101,-1,-4,.,-3,7,1,-1,2
COc1cccc2cc(C(=O)NCc3ccccc3)c(=N)oc12,0.1,104,-1,0,-1.5,5,0,1,-5,1
Cc1nc2nc(-c3ccco3)[nH]n2c(=O)c1Cc1ccccc1,0.0,103,.,0,-1.3,0,0,-1,15,2
Cc1nn(Cc2ccccc2)c(Cl)c1/C=C/C(=O)OCC(=O)NC(C)C(C)C (stereo not given),-1.5,97,-4,2,-0.6,6,1,-1,38,2
CCN(CC)P1(=O)OC(c2cc(OC)c(OC)c(OC)c2)=Nc2c1c(C)nn2-c1ccccc1 (stereo not given),1.7,102,-3,1,-0.5,-4,26,2,1,-2
Cc1ccc(NC(=O)CCC(=O)NNC(=O)c2ccco2)c(C)c1,0.4,98,-1,4,.,-4,-4,-2,0,-3
CC(=O)OCC(=O)Nc1c(C)cc(C)cc1C,-1.0,90,-1,-3,-1.7,-13,-1,-3,12,0
Cc1csc(SCC(=O)Nc2cc(C(C)(C)C)nn2-c2ccccc2)n1,0.0,.,0,4,-0.1,-10,3,-8,18,-2
CCC1(C)Cc2c(sc3[nH]c(=S)n(Cc4ccccc4)c(=O)c23)CO1 (stereo not given),0.2,102,-1,-4,0.4,-7,4,9,6,2
O=C1N/C(=N\N=C\c2ccc3ncccc3c2)SC1Cc1ccc(SC(F)F)cc1 (stereo not given),0.0,94,1,1,-0.6,4,7,3,1,2
Cc1ccccc1NC(=O)CC1(c2ccc(N(C)C)cc2)C(=O)c2ccccc2C1=O,0.8,.,-6,0,0.7,0,11,4,30,2
Cn1c(SCC(=O)NCc2ccc3c(c2)OCO3)nnc1C1COc2ccccc2O1 (stereo not given),0.3,.,1,-2,-0.4,-5,1,0,16,0
O=C(COC(=O)c1ccncc1)Nc1cccc2ccccc12,9.7,103,.,14*,-0.4,-11,1,3,12,5
COc1ccc(CCNC(=O)CNC(=O)Cn2cnc3sc(C)c(C)c3c2=O)cc1OC,-0.9,95,1,0,-1.7,-16,-1,1,0,1
Cn1c(CNS(=O)(=O)c2ccc(F)cc2)n[nH]c1=S,1.6,104,3,-1,-2.0,11,-2,-3,18,-3
COCCN1CSC(=S)N(Cc2ccco2)C1,-0.5,98,5,-5,0.3,-5,3,-3,-6,0
NC(=S)N/N=C/c1ccccc1OCc1cccc(Cl)c1,-0.5,97,-5,-1,-1.5,16,0,0,-5,5
CCCCCOc1ccc(C(=O)NC(CCC)C(=O)O)cc1 (stereo not given),0.5,107,-5,2,-0.4,3,0,1,-41,-3
CN(C)c1ccc(NC(=O)c2cccc(C(=O)Nc3ccc(N(C)C)cc3)n2)cc1,-1.6,96,1,0,1.2,9,3,6,51,-3
O=C(CCCCn1c(=O)c2ccccc2n(CC(=O)NC2CCCC2)c1=O)NCc1ccco1,0.9,100,.,-1,-0.6,-6,-2,-5,-6,-5
COc1ccc(S(=O)(=O)N2Cc3ccccc3CC2C(=O)O)cc1 (stereo not given),7.1,102,0,0,-0.1,-2,22,0,17,-2
Cc1ccccc1NCN1C(=O)C2CCC(C)(C1=O)C2(C)C (stereo not given),-5.7,100,-1,-3,-0.5,-16,-1,0,-25,0
O=C(N/C(=C\c1ccccc1)C(=O)N1CCOCC1)c1ccccc1Cl,0.3,104,-3,-3,-2.1,-6,-1,2,3,1
COc1ccc(S(=O)(=O)N2CCCCC2)cc1NC(=O)C1CC1(Cl)Cl (stereo not given),.,104,.,.,.,.,-3,-1,.,-3
Cc1cc(C)n(C(=O)COc2ccc(Cl)cc2Cl)n1,-0.3,115,-3,0,-1.3,-5,-2,-10,9,-1
COc1ccc(C(=O)NC(=S)NNC(=O)[C@H]2C[C@@H]2c2ccccc2)cc1OC,-0.5,.,-4,-3,-0.3,-1,0,-5,6,1
CCc1cc2c(=O)c(-c3ccc4c(c3)OCCO4)coc2cc1OC(=O)c1ccco1,-1.0,100,-6,0,-3.7,-2,1,2,13,0
CNS(=O)(=O)c1ccc(CNC[C@H]2O[C@@H](n3cnc(C(N)=O)n3)[C@H](O)[C@@H]2O)cc1,-0.8,96,-6,1,0.6,-1,.,0,-1,-3
O=c1cc(-c2cccc(Br)c2)nc(-c2ccccc2F)o1,0.1,.,-4,-2,-3.8,-17,-3,2,16,-4
Nn1c(SCC(=O)N2CCOCC2)nnc1-c1ccco1,-2.1,105,-4,-3,-0.2,-3,-1,-3,2,-2
CCN1CCN(c2ccc(S(=O)(=O)N3CCOCC3)cc2NC(=O)COc2ccc(F)cc2Cl)CC1,0.7,105,-4,-1,-1.3,2,8,0,-17,5
CCOC(CNC(=O)C(=O)Nc1cc2c3c(c1)CC(=O)N3CCC2)OCC,0.1,102,0,-6,-3.5,0,-13,3,3,3
O=C(Cc1ccc([N+](=O)[O-])cc1)NCc1ccccc1Cl,0.6,97,-4,-4,-0.6,5,-1,-1,-9,2
Cc1cccc(-c2nnc(-c3cccc4ccccc34)o2)c1,-1.0,85,-3,-5,-2.7,-3,-3,-12,-1,4

# 2 entries picked at random from those above, as already listed:
SMILES,LANA DNA inh,DSG3 Ab inh,CAL PDZ FP-1,Keap1 Nrf2 FP,CAL PDZ FP-2,RTF Ca sens inh,NSD2 HMT inh,DAGLB inh,Arrestin-AP2 inh,V-ATPase pH
Nn1c(SCC(=O)N2CCOCC2)nnc1-c1ccco1,-2.1,105,-4,-3,-0.2,-3,-1,-3,2,-2
CCN1CCN(c2ccc(S(=O)(=O)N3CCOCC3)cc2NC(=O)COc2ccc(F)cc2Cl)CC1,0.7,105,-4,-1,-1.3,2,8,0,-17,5

# Other entries:
SMILES,LANA DNA inh,DSG3 Ab inh,CAL PDZ FP-1,Keap1 Nrf2 FP,CAL PDZ FP-2,RTF Ca sens inh,NSD2 HMT inh,DAGLB inh,Arrestin-AP2 inh,V-ATPase pH
CC1(C)CC2(CCO1)OC(=O)CC2C(=O)Nc1cccc2ccccc12 (stereo not given),-0.9,.,2,-1,-0.1,1,0,0,-3,0
COc1ccc(C(CNC(=O)c2ccc(-c3ccccc3Cl)o2)N2CCOCC2)cc1 (stereo not given),0.0,92,-6,0,-4.2,-16,1,-1,-8,-2
FC(F)(F)c1ccc(N2CCN(Cc3ccc4c(c3)OCO4)CC2)nc1,-0.8,86,4,-3,-1.1,-22,1,-18,5,-2
CCOc1ccc(CCN2C(=S)N([C@@H](CC(C)C)CN3CCCC3CN3C(=S)NC[C@@H]3CC(C)C)C[C@@H]2Cc2ccc(O)cc2)cc1 (stereo not given in full),-0.5,99,1,2,0.5,-1,.,-6,31,3
COc1cc2c(cc1OC)C(c1cccc(Br)c1)CC(=O)N2 (stereo not given),-2.1,116,-3,-5,-0.2,-4,2,2,-3,2
CC(C)NS(=O)(=O)c1ccc(NC(=O)CCc2ccccc2)cc1,1.0,99,-4,-3,0.6,4,7,0,7,3
CCN(C[C@H]1N[C@@](CC)(C(=O)OC)[C@H]2C(=O)N(C)C(=O)[C@@H]12)S(=O)(=O)c1ccc(OC)cc1,0.4,99,1,3,0.0,-14,.,1,36,4
CCOC(=O)c1ccc(NC(=O)N2C3CCCC2CC(NC(C)=O)C3)cc1 (stereo not given),-1.5,115,-5,0,-0.3,-4,-2,-1,13,-2
Cc1oc2c(c(C)cc3oc(=O)c(CC(=O)N[C@H](C(=O)O)C(C)C)c(C)c32)c1C,-4.4,97,-8,3,-3.4,-1,-1,1,15,1
Nc1nonc1-c1noc(CCCCCN2C(=O)c3ccccc3C2=O)n1,0.6,104,-3,0,-3.3,-12,-6,-3,9,-1
CN=C(Nc1ccc(Cl)cc1)c1ccc(C(F)(F)F)cc1,0.0,96,-1,6,0.6,-1,-1,-2,23,-9
COc1ccc(OC)c2sc(N3CCN(c4ccccc4)CC3)nc12,-2.0,98,-1,-4,-0.9,1,.,-4,5,-7
CC1CCC(C(C)C)C(OC(=O)Cn2c(-c3ccccc3)[n+](C)c3ccccc32)C1 (stereo not given),1.0&1.6,127&136,-3,0&0,-2.5&-2.2,-9&-7,3&5,3&3,4&2,-2&-5
O=C(O)CSc1ccccn1,2.1,111,.,3,-0.7,0,-2,-1,-1,-3
NC(=O)c1ccccc1NC(=O)c1ccccc1F,0.0,110,2,1,-1.0,-2,-2,-1,14,6
COc1ccc(-c2cc(C3CC3)nc(SCC(=O)c3cccs3)c2C#N)cc1,-0.7,104,-3,-2,-0.8,-2,-4,0,3,0
COc1ccc(Cl)cc1N(CC(=O)N/N=C/c1ccc(OC(C)C)cc1)S(=O)(=O)c1ccc(C)c([N+](=O)[O-])c1,0.4,91,0,-2,0.1,-3,-3,4,-5,2
COc1ccc(OC)c(NC(=O)CSc2nc(=O)n(CCN3CCOCC3)c3c2CCCC3)c1,-0.9,88,-2,-3,0.9,8,1,3,1,2
N#CC1=C(S)N(c2ccccc2)C(c2ccc(-c3ccccc3Cl)o2)NC1=O (stereo not given),0.6,126,2,0,-2.7,6,11,6,20,0
COc1ccc(C(=O)NCC(=O)N/N=C(\C)c2ccco2)cc1OC,0.7,108,0,-6,-2.3,-2,-8,-2,17,-3
CCCNC(=O)c1ccccc1NC(=O)C1=CSCCO1,0.4,94,78*,-3,0.0,0,-1,0,-11,-2
Cc1ccc(NC(=O)CCNC(=O)c2ccc(Cl)cc2)cc1F,0.1,106,-3,-1,-1.1,-11,-3,-3,15,2
C/C(=N\NC(=O)c1ccc(N2CCCC2=O)cc1)c1ccccc1,2.8,118,.,-5,-0.3,-16,0,-2,-2,-2
O=C(CSCc1ccccc1Br)N/N=C/c1ccc(OCC(=O)N2CCCCC2)cc1,4.8,101,0,5,-0.1,-16,-1,-1,33,1
C=CCNC(=S)NNC(=O)CCC(O)COCCC(C)C (stereo not given),-0.3,97,0,0,-3.0,-11,-5,-1,-3,5
COC(=O)C[C@H]1c2cc(F)ccc2S(=O)(=O)N1c1ccccc1,0.0,106,-3,-2,-0.8,2,.,-6,8,1
O=C1OC(/C=C/c2ccccc2)=NC/1=C/c1ccco1,1.1,99,2,-5,0.2,0,0,-2,1,-8
CN(CC(=O)NCc1ccccn1)S(=O)(=O)c1ccc(Br)cc1,-0.4,95,-3,-1,-2.4,-8,-3,0,12,-2
CN(Cc1cccs1)c1nc(-c2cccnc2)nc2ccccc12,0.1,.,-3,-4,4.0,-1,-5,-3,8,2

# Assay outcomes: PubChem, several laboratories

# This is a subset. The share of hits here may be higher or lower than overall.
